Assay outcomes from PubChem.
tim23-1 inh: inhibits growth of tim23-1 mutant yeast | S. cerevisiae tim23-1 growth, BacTiter-Glo luminescence, 24 h | hit rate 1.3% among 330,000 | inhibition, % at 20 µM;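 active means growth inhibition of the mutant yeast at or above 50%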;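 further: temperature-sensitive mutant grown at 25 °C; plate controls were DMSO-treated mutant yeast for no effect and medium wells lacking yeast for full effect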
tim10-1 inh: growth inhibitors of tim10-1 mutant yeast | AID 463190 | S. cerevisiae tim10-1 ts strain growth, BacTiter-Glo, 24 h | inhibition, % at 20 µM | hit rate 2.2% among 330,000;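 active means inhibition of at least 40%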;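 further: mutant grown at 25 °C; 0% = DMSO wells with yeast and 100% = wells holding no yeast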
APJ agonist: activates the human apelin receptor APJ | P35414 | CHO-K1 APJ PathHunter beta-arrestin, luminescence; 0% DMSO wells, 100% apelin | activation, % at 20 µM | hit rate 0.11% among 330,000;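 active means activation more than six SD over the plate average, tested at 20 µM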;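 further: 0% = DMSO alone and 100% = apelin-13 at 10 nM; some results filed as inactive read as strong as hits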
Target sequence (P35414 whole entry, looked up): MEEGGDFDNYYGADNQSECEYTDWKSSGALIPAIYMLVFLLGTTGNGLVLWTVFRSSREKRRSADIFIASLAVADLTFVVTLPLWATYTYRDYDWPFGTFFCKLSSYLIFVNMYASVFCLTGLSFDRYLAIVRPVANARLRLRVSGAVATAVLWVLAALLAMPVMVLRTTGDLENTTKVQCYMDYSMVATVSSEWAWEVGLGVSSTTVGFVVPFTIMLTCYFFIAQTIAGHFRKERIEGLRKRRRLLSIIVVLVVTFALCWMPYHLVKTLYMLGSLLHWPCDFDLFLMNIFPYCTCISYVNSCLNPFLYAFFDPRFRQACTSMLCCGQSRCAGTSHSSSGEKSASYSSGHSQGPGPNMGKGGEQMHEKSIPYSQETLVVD
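assay system = CHO-K1 APJ beta-arrestin complementation cell line | input = cell density 1000 per well | dosing = compound 20 µM once, DMSO 1% | timing = compound 90 min 25 °C, reagent 1 h | measured by = luminescence from split beta-galactosidase complementation, Galacton Star/Emerald II substrate | read-out basis = APJ agonist activity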
APJ antag: APJ receptor antagonism; inhibition, % at 20 µM; CHO-K1 APJ beta-arrestin complementation, luminescence; P35414; hit rate 0.32% among 330,000;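 active means inhibition above about 40% at 20 µM, limit read from the data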;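 further: cells challenged with 10 nM apelin-13 agonist together with compound; plate controls were apelin-13 plus DMSO wells for no effect and DMSO wells lacking apelin-13 for full effect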
beta cell repl: inducers of beta-cell replication in MIN6 cells; MIN6 cells proliferation, ATPlite luminescence, 48 h; cells starved in 0.2% serum; 100% = growth in 10% serum; proliferation, % at 10 µM; hit rate 0.29% among 330,000; AID 2380;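 active means compounds whose signal lies at least 3.5 SD above the mean of all wells on their plate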;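 further: 0% = DMSO-treated cells in low-serum medium and 100% = 10% serum control; some compounds called inactive have numbers as strong as hits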
TIM10 inh: TIM10 yeast growth inhibition. S. cerevisiae TIM10 strain growth, BacTiter-Glo luminescence, 24 h. inhibition, % at 10 µM. hit rate 1.4% among 330,000;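 active means inhibition of 40% or more at the single tested concentration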;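 further: wild-type TIM10 isogenic control strain grown at permissive 25 °C; 0% = DMSO yeast wells and 100% = minimal medium wells without yeast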
GRIN3A LBD mod: modulates the human NR3A ligand-binding domain | NR3A LBD differential scanning fluorimetry, Tm shift; 0% = protein alone, 100% = glycine-bound protein | Tm shift relative to glycine control, % at 25 µM | hit rate 2.5% among 340,000;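 active means melting temperature shift of at least 10% of the positive control shift, at one fixed dose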
MPTP block: blocks calcium-induced mitochondrial swelling | AID 602449 | hit rate 1.4% among 360,000 | isolated mouse mitochondria, Ca2+ swelling absorbance, 30 min | inhibition, % at 10 µM;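 active means inhibition of 50% or more, scaled per plate between neutral and stimulator controls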;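 further: 0% = DMSO wells given calcium and 100% = 1 mM EGTA wells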
NALP3 yeast inh: blocks the NALP3 inflammasome reconstituted in yeast | AID 2825 | inhibition, % at 10 µM | Yeast reconstituted NLRP3/ASC/caspase-1, beta-gal luminescence, 24 h | hit rate 0.39% among 330,000;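 active means inhibition of 50% or more; inactive means inhibition below 50%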;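 further: plate controls were induced DMSO wells for no effect and uninduced yeast grown without galactose for full effect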
Active calls of the source: *.

SMILES	tim23-1 inh	tim10-1 inh	APJ agonist	APJ antag	beta cell repl	TIM10 inh	GRIN3A LBD mod	MPTP block	NALP3 yeast inh
NNC(=O)CN1C(c2cccc(Cl)c2)=Nc2ccc(Br)cc2C1c1ccccc1 (stereo unspecified)	16.7	19.5	0.4	6.6	-0.9	3.5	0.6	0.0	17.3
Cc1nc(Nc2nc(-c3ccccc3)cc(=O)[nH]2)nc2ccccc12	10.3	42.6*	-1.8	-0.9	-2.6	29.7	5.7	-1.2	37.0
COc1cccc(NC(=O)COC(=O)C2CC2)c1	10.7	2.7	-4.9	-4.6	1.6	2.0	-1.1	-0.4	15.9
Cc1ncc(CN2CCCC(C(=O)Nc3ccc(-c4cccc(F)c4)cc3)C2)cn1 (stereo unspecified)	35.7	31.6	-0.1	-33.9	1.7	26.1	0.6	-1.4	-11.7
Cc1c(C(=O)N2CCCCC2)c(S(=O)(=O)N(C)Cc2ccco2)c(C)n1C	4.4	19.7	0.9	13.7	2.9	-0.9	-1.2	-1.5	13.0
Cc1ccc2c(CC(=O)Nc3ccc(N4CCN(C)CC4)cc3C)coc2c1	22.2	2.4	-3.4	-3.7	-2.7	4.9	-2.9	0.4	5.1
Cc1ccc2oc(C(=O)N(C)Cc3ccc(C)o3)c(C)c2c1	20.8	18.7	-1.6	3.4	0.8	0.3	-3.8	-3.4	23.2
O=C(Cn1c(-c2ccco2)nc2ccccc21)N1CCCCC1	-6.0	9.6	-1.9	-2.3	4.4	-9.7	2.1	0.4	10.8
COc1ccccc1NC(=O)c1ccc(NS(=O)(=O)c2c(C)noc2C)cc1	9.0	11.5	-2.5	0.5	0.1	12.7	-1.5	-0.1	21.7
O=C(NCc1ccccc1)c1ccc(NC(=O)c2ccco2)cc1	13.1	-14.3	-3.9	1.3	-1.2	8.4	18.8*	-1.5	10.4
O=C(CSCc1ccc(F)cc1)Nc1ccccc1	20.2	1.7	-2.4	1.5	-3.6	5.8	0.0	-0.9	39.3
CC1CCCN(C(c2ccccc2)c2sc3ncnn3c2O)C1 (stereo unspecified)	20.7	10.1	2.5	-5.8	0.1	3.2	-1.2	-0.7	-3.8
Clc1ccc(CO/N=C2\CCCc3nonc32)cc1	31.0	33.8	-3.0	-13.2	0.0	2.4	-1.2	9.4	37.6
O=C(C[n+]1ccc(C(=O)N/N=C/c2ccc(OCc3ccccc3)cc2)cc1)c1ccccc1	-5.0	-11.2	-4.0	32.0	-0.6	-12.1	4.9	5.0	31.6
COC(=O)C1C(=O)C(C(=O)c2ccc([N+](=O)[O-])cc2)C(=O)CC1(C)C (stereo unspecified)	-9.7	-14.3	-1.5	-8.1	-2.9	-10.4	-1.4	0.0	4.2
Cc1cc(Nc2cccc(Cl)c2)n2ncnc2n1	11.5	2.4	-2.7	9.7	1.6	2.0	-1.8	-0.5	5.0
O=C(COC(=O)c1cccc(O)c1)Nc1ccc(N2CCOCC2)cc1	-11.8	-15.2	-1.6	15.9	1.2	1.7	1.1	-0.5	19.0
COc1cc(OC)cc(-c2oc(=O)c3cc(OC)c(OC)cc3c2/C=C/c2ccc(F)cc2)c1	7.0	1.7	-2.0	-15.6	-1.9	9.5	1.1	0.8	2.0
O=C(Nc1nc(=O)[nH]s1)c1ccccc1	4.5	-2.6	-3.4	7.8	2.2	9.5	1.7	-1.1	7.1
O=C(CN1C(=O)CCC1=O)Nc1nc(-c2ccc3ccccc3c2)cs1	8.0	-22.0	-1.5	-22.1	-2.5	-17.9	-9.1	-0.2	17.4

Full records, quoted from the list. Screens in order: tim23-1 inh, tim10-1 inh, APJ agonist, APJ antag, beta cell repl, TIM10 inh, GRIN3A LBD mod, MPTP block, NALP3 yeast inh
Cc1c(C(=O)N2CCCCC2)c(S(=O)(=O)N(C)Cc2ccco2)c(C)n1C in the list: 4.4, 19.7, 0.9, 13.7, 2.9, -0.9, -1.2, -1.5, 13.0
Cc1ncc(CN2CCCC(C(=O)Nc3ccc(-c4cccc(F)c4)cc3)C2)cn1 (stereo unspecified) in the list: 35.7, 31.6, -0.1, -33.9, 1.7, 26.1, 0.6, -1.4, -11.7

Carrying on.
SMILES	tim23-1 inh	tim10-1 inh	APJ agonist	APJ antag	beta cell repl	TIM10 inh	GRIN3A LBD mod	MPTP block	NALP3 yeast inh
COc1cccc(C2c3[nH]c4ccccc4c3C[C@H]3C(=O)N(C4CC4)CC(=O)N23)c1 (stereo partly specified)	-4.1	-15.8	0.1	8.2	-0.9	4.6	1.1	3.5	-0.8
O=C(COC(=O)c1ccc2c(c1)OCCO2)NCCc1ccccc1	24.9	3.7	0.1	-9.0	-0.6	-1.5	-0.9	-1.3	9.4
O=C(Nc1nc(-c2ccncc2)cs1)C1c2ccccc2Oc2ccccc21	21.5	25.9	0.2	1.6	-4.9	18.5	-2.2	-0.2	1.5
CCOC(=O)Cn1nc(C)c2c1CCCC2=O	-5.4	-3.4	-4.7	-6.9	2.8	-3.6	2.8	-1.1	0.5
CCN(CCO)Cc1cn[nH]c1-c1ccc(C)c(C)c1	5.6	12.9	-1.9	7.1	2.0	7.5	-0.5	1.6	-4.3
O=C(c1ccc(-c2ccccc2)c(F)c1)C1CCCN(C(=O)c2cncs2)C1 (stereo unspecified)	-170.2	-117.1	-4.0	8.2	-1.5	-28.5	-2.2	51.5*	21.5
COc1cc(-c2nc3n(n2)C(c2ccncc2)C2=C(CCCC2=O)N3)cc(OC)c1OC (stereo unspecified)	13.0	0.9	-3.3	8.9	1.3	-3.5	-1.9	4.1	15.6
CC1(C)CC(NC(=S)NC(=O)c2cc(Br)ccc2Cl)CC(C)(C)N1	2.4	-4.3	-4.8	-27.2	-2.8	-7.5	-1.5	0.5	6.9
CCCCNC(=O)CCCn1c(=S)[nH]c2cc3c(cc2c1=O)OCO3	-9.8	3.0	-4.0	-16.8	-0.4	-0.2	1.0	5.4	8.8
COc1ccccc1OC(C)C(=O)Nc1ccccc1C(=O)NCc1cccnc1 (stereo unspecified)	0.9	-21.9	-0.7	5.1	-0.6	-7.2	1.1	-0.2	-11.9
O=C(Nc1c(F)cc(F)cc1Br)c1cc2nc(C(F)F)cc(C(F)F)n2n1	17.4	20.1	1.0	1.4	0.2	-10.2	-2.9	-4.7	-3.8
CCOc1ccc(N/C=C/C(=O)c2ccc(OC)c(OC)c2)cc1	16.7	7.8	-1.2	5.9	-2.9	0.6	-6.1	1.5	13.6
O=c1ccnc(SCCc2ccccc2)[nH]1	-26.5	1.3	-5.3	-1.7	0.2	1.1	0.1	4.3	31.4
CC(=O)Nc1ccc(OCc2cnc(Cl)s2)cc1	8.0	-1.0	-2.4	-10.0	-1.4	4.4	-1.6	0.3	10.4
Cc1c(C(=O)N2CCCC2)sc(NC(=O)c2cccc(Cl)c2)c1C#N	28.8	12.0	-3.0	18.8	-0.7	-10.2	0.1	11.2	7.3
C/C(=N/NC(=O)c1cc(-c2cccc([N+](=O)[O-])c2)n[nH]1)c1cccc(O)c1	-15.9	5.2	1.4	-21.3	-1.7	13.4	10.5*	1.0	-6.9
NC(=O)NC(CC(=O)NCCCc1ccccc1)c1ccccc1Cl (stereo unspecified)	0.7	3.5	-1.6	-3.8	-1.4	6.6	-2.6	-2.4	5.1
Cc1ccc(S(=O)(=O)N(C)C)cc1NC(=O)COC(=O)C1CC(=O)N(c2ccc3c(c2)OCCO3)C1 (stereo unspecified)	2.9	18.7	-1.5	-26.5	0.6	13.4	-0.4	-2.3	4.0
O=C(Cc1cn2ccsc2n1)Nc1cccc2cnccc12	5.9	-4.7	-2.6	12.2	-2.5	-0.7	0.6	-0.2	-9.4
COc1ccc2c([N+](=O)[O-])c(N3CCCC3)[nH]c2c1	11.0	1.0	1.8	10.6	-3.3	1.3	-2.4	6.3	20.3
CC(=O)c1cccc(S(=O)(=O)N2CCN(c3ccccc3F)CC2)c1	22.8	17.4	-2.9	18.8	-0.9	9.7	-1.0	1.4	10.5
O=C(Nc1cccc2ccccc12)/C(=C/c1cccc([N+](=O)[O-])c1)NC(=O)c1cccs1	7.7	19.4	0.5	-15.1	0.0	-18.0	-1.2	1.6	10.0
COc1ccc(OC)c(NC(=O)CSc2nc3ccccc3c(=O)n2CCNC(C)=O)c1	10.2	9.0	-1.5	-2.5	-1.1	11.4	3.8	0.6	-8.1
Cc1ccc(-c2nn(-c3ccccn3)c(=O)c3ccccc23)cc1C	47.6	20.8	-4.4	-10.1	1.5	28.0	-0.8	2.6	16.7
c1ccc(-n2nnnc2NC2CCCCC2)cc1	15.6	-9.5	1.4	-13.9	0.4	1.6	-0.5	1.8	19.5
O=C(COC(=O)c1cccnc1)c1ccc(Cl)c(Cl)c1	5.4	4.1	-14.4	84.7*	-3.2	5.3	-5.0	-2.2	13.9
C=CCC1CCCCC12NC(=O)N(c1ccccc1)N2 (stereo unspecified)	24.1	8.7	15.5	-23.8	-2.2	15.2	-0.2	1.9	9.5
CC(=O)c1ccc(NC(=O)CCc2nc3sc4c(c3c(=O)[nH]2)CCCC4)cc1	-17.4	1.9	-4.6	10.5	-1.6	-9.0	-17.8	-1.5	3.3
CN(C)S(=O)(=O)c1cccc(NC(=O)c2ccc(S(=O)(=O)N3CCCC3)cc2)c1	-4.6	-21.4	-4.2	-38.1	3.8	-1.6	1.9	-1.0	16.8
COc1ccc(NC(=O)CN2CCC(C(N)=O)CC2)cc1	14.1	15.7	3.1	2.9	-2.0	-15.3	1.7	-1.6	9.1
COc1ccccc1N1CCN(C(=O)c2cc(S(=O)(=O)N3CCOCC3)ccc2C)CC1	-5.9	-12.7	0.5	-31.6	0.9	11.1	-0.1	-1.4	-1.3
CC1(C)Cc2cccc(OCC(=O)N3CCN(c4ccccc4)CC3)c2O1	16.5	17.8	0.1	-5.2	0.0	14.1	2.2	-8.4	13.5
COc1cccc(SCC2CSc3nc4ccccc4c(=O)n32)c1 (stereo unspecified)	14.0	19.0	-3.1	11.5	-1.5	15.9	0.3	-1.5	6.1
CCOC(=O)CN(C(=O)CSc1nnnn1C)c1ccccc1	8.5	-5.1	-2.2	0.0	-3.4	-8.9	-4.4	-1.1	20.8
Cc1ccc(OCC(=O)NNC(=O)C2CCC2)cc1C	-4.1	-9.8	-0.9	12.6	-2.3	2.5	-0.4	-1.1	9.8
CC(C)c1ccc(C(=O)NCCCNC(=O)c2cnccn2)cc1	3.3	-5.8	-0.4	15.8	0.4	4.5	1.2	1.4	22.8
CCCc1c(C)c(C#N)c2nc3ccccc3n2c1NCCCN1CCOCC1	3.3	21.4	-3.6	-9.5	6.0	-6.6	2.3	-1.4	11.1
CCOC(=O)c1cnc2ccc(OCC)cc2c1N1CCN(c2ccccc2OC)CC1	6.7	22.4	-2.2	13.9	-5.4	19.2	3.9	0.7	8.6
CC1(C2CC2)NC(=O)N(CC(=O)Nc2ccccc2-c2ccccc2)C1=O (stereo unspecified)	18.4	5.1	-0.7	-1.8	1.9	-2.8	-6.3	0.9	-0.4
Cc1ccc(NC(=O)Nc2ccccc2C(=O)NCc2ccccc2)cc1	9.6	5.6	3.0	2.9	-2.7	2.3	-2.8	-1.4	9.5
COc1ccccc1CNc1nc2nc(C)cc(=O)n2[nH]1	-3.0	-1.7	1.3	11.8	-1.4	0.8	-8.3	-3.4	-2.7
Cc1ccc(NC(=O)c2oc3ccc(S(=O)(=O)N4CCOCC4)cc3c2C)c(C)c1	-4.0	-12.8	-1.4	-14.4	5.0	6.1	2.8	1.9	14.6
CCC(=O)N1c2ccc(S(=O)(=O)NCCc3ccccc3)cc2CC1C (stereo unspecified)	29.3	36.1	-5.8	2.1	1.9	4.2	2.3	1.6	11.2
